# Source: PubChem BioAssay
# OXTR potentiator = potentiates the human oxytocin receptor response; P30559; CHO-OTR cells, Fluo-8 calcium fluorescence, potentiator mode; 0% = oxytocin EC15, 100% = EC100; activation, % at 3 µM; 320,000 compounds, 0.061% hits; AID 2445;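 active = activation above that plate's cutoff, the mean activation of tested compounds plus 3 SD, cut at about 6.6% in these data, passing the limit was not always enough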;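 also: 100% uses oxytocin at 75 nM as the full agonist control; some results filed as inactive read as strong as hits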
#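 System: human OTR in CHO cells / Also added: sub-maximal oxytocin, roughly EC15 / Control set: EC15 oxytocin low, 75 nM oxytocin high / Schedule: 6 min compound pre-incubation at room temperature, 100 s kinetic read / Compound: single-point 3.0 µM / Replication: singlicate / Technique: Fluo-8 calcium dye fluorescence / Read-out basis: % activation of max/min ratio relative to oxytocin controls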
# GPR7 antagonist = antagonists of human GPR7 (neuropeptides B/W receptor 1). P48145. GPR7-expressing cells, fluorescence antagonist assay. inhibition, % at 4.4 µM. 290,000 compounds, 1.1% hits; in the data active = inhibition above about 16%, passing the limit was not always enough;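 also: cells stimulated with the agonist NPW; 0% = agonist with vehicle and 100% = vehicle without agonist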
# Target sequence (P48145 whole entry, looked up): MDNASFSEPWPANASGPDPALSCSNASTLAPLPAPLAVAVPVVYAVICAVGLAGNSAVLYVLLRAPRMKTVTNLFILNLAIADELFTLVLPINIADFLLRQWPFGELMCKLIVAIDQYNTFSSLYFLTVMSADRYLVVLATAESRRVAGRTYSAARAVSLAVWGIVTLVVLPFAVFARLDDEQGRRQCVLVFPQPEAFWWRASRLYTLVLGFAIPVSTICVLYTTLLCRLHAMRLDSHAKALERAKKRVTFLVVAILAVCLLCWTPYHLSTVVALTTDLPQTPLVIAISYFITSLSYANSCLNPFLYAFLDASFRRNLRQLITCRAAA
# TAAR1 antagonist = human TAAR1 antagonism; CHO RD-HGA16 TAAR1, Fluo-8 calcium fluorescence, antagonist; inhibition, % at 3 µM; 360,000 compounds, 1.5% hits; AID 624466;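 active = inhibition above a per-plate cutoff, the mean inhibition of test compounds on that plate plus 3 SD, cut at about 49% in these data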;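 also: 0% = DMSO plus EC80 beta-PEA response and 100% = DMSO alone without agonist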
# Target sequence (Q96RJ0 whole entry, looked up): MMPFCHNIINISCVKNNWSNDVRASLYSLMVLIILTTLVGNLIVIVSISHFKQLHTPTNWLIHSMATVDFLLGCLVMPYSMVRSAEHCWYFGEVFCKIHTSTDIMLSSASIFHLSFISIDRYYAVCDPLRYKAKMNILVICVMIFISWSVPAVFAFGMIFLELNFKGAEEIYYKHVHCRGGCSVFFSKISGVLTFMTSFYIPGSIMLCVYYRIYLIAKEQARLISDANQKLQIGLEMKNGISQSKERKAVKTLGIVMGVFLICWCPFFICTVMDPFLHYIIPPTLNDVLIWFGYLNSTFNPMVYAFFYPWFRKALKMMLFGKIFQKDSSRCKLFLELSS
#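 System: RD-HGA16 CHO cells with stable hTAAR1 and Gα16 | Probe or stimulus: EC80 β-phenethylamine stimulus | Dosing: 3 µM, single point | Times: Dye loading 75 min at 37 °C, then 30 min room temperature | Measured by: Fluo-8 calcium-sensitive fluorescence | Read-out basis: % inhibition of agonist calcium response | Replicates: n of 1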
# CHO-K1 Ca antag = M1 antagonist counterscreen hit in parental CHO-K1 cells; ATP-induced calcium, Fluo-8 fluorescence; inhibition, % at 3 µM; 360,000 compounds, 0.6% hits;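 active = inhibition above a per-plate cutoff, the plate's mean sample inhibition plus 3 SD, cut at about 24% in these data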;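 also: 0% = DMSO plus EC80 ATP and 100% = DMSO alone without ATP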
# CHO-K1 Ca ag = M1 agonist counterscreen hit in parental CHO-K1 cells; 360,000 compounds, 0.48% hits; Fluo-8 calcium fluorescence; scaled to maximal ATP response, vehicle zero; AID 602248; activation, % at 3 µM; in the data active = activation above about 15%;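 also: untransfected CHO-K1 host cells lacking M1 receptor as counterscreen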
# CHO parental Ca = counter-screen: ATP calcium response change in parental CHO cells | parental CHO-K1, ATP-induced calcium, Fluo-8 fluorescence | inhibition, % at 5.6 µM | 330,000 compounds, 0.63% hits;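 active = inhibition above that plate's mean sample inhibition plus 3 SD, cut at about 26% in these data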;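 also: 0% = ATP-challenged DMSO wells and 100% = DMSO wells without ATP; some compounds past the cut are filed as inactive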
#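 Measured by: calcium-sensitive Fluo-8 fluorescence / Test system: CHO parental line / Controls: ATP-challenged DMSO wells low, unchallenged DMSO wells high / Measure: % inhibition / Compound: single nominal dose of 5.6 µM per compound / Replicates: single well per compound, no replicates / Reagent: ATP as calcium-mobilizing challenge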
# V1R ag counter = counter-screen for oxytocin receptor agonists: human V1a receptor agonists; activation, % at 3 µM; AID 2797; 320,000 compounds, 0.25% hits; CHO-V1R cells, Fluo-8 calcium fluorescence, agonist mode; 0% DMSO, 100% 3 nM vasopressin;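 active = activation above the mean activation of all tested compounds plus 3 SD, per screening run, cut at about 20% in these data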;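 also: signal is peak over basal fluorescence ratio across a 100 second FLIPR read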
# Target sequence (P37288 whole entry, looked up): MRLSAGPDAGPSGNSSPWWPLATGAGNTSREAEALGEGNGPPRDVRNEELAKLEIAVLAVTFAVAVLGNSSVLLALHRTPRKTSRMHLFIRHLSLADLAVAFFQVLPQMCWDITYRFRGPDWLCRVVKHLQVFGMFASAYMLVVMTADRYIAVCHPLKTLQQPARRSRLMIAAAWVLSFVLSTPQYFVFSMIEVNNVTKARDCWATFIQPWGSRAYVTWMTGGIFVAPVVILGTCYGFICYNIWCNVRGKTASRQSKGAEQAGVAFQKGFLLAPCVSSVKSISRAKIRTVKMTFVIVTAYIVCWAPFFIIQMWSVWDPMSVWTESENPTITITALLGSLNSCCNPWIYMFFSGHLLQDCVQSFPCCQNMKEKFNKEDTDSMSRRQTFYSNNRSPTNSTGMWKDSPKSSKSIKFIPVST
# M1 PAM parental = counter-screen for M1 PAMs: effect in parental CHO-K1 cells; activation, % at 3 µM; AID 602247; ATP EC20, Fluo-8 calcium fluorescence; 0% at ATP EC20, 100% at ATP max; 360,000 compounds, 0.02% hits;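 active = activation above the run cutoff, the mean activation of all test compounds plus 3 SD, cut at about 40% in these data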;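 also: peak over basal fluorescence ratio in a 140 s read after ATP addition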
# OXTR ag = human OXTR agonism. CHO-OTR cells, Fluo-8 calcium fluorescence; normalized: DMSO 0%, oxytocin 100%. activation, % at 3 µM. 320,000 compounds, 0.32% hits;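 active = activation above the mean of all tested compounds plus 3 SD, cutoff set per screening run, cut at about 20% in these data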;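 also: peak over basal fluorescence ratio from a 100 s FLIPR kinetic read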
# The depositor's hits bear a star; . = not tested or not shown.
[1] COc1ccccc1CCNC(=O)C(=O)NCC1OCCN1S(=O)(=O)c1ccc(Cl)cc1 (stereo not drawn)
[2] CCOC(=O)CN1N=C(/C=C/c2ccc(C)cc2)CCC1=O
[3] COC(=O)c1ccc(C(=O)OC)c(=O)[nH]1
[4] Clc1ccc(N2CCOCC2)nn1
[5] COc1cccc(CN2CCN(S(=O)(=O)c3ccc(NC(C)=O)cc3)CC2)c1OC
[6] Cc1ccccc1-c1nnn(CC(=O)Nc2ccc3c(c2)OCO3)n1
[7] O=C(NCc1ccccc1)c1cccc(NC(=O)C2CCCCC2)c1
[8] Cn1c(CO)cnc1SCC(=O)c1ccc(Br)cc1

Assay by compound	1	2	3	4	5	6	7	8
OXTR potentiator	-7	-8	-4	-2	-8	-7	.	-5
GPR7 antagonist	7	-16	5	4	7	-7	.	-5
TAAR1 antagonist	7	6	-6	1	16	-19	18	-5
CHO-K1 Ca antag	-3	-11	-7	-17	-13	-16	-15	-4
CHO-K1 Ca ag	3.1	0.2	0.6	1.4	3.6	1.4	1.7	0.1
CHO parental Ca	-19	-7	-4	-13	-7	-6	.	-14
V1R ag counter	2.1	1.0	0.3	1.1	1.8	2.1	.	0.5
M1 PAM parental	15	19	16	24	10	6	18	2
OXTR ag	0.8	0.5	0.6	0.7	2.0	3.5	.	-0.5

[9] O=C(Nc1ccc(Cl)c(S(=O)(=O)N2CCOCC2)c1)c1n[nH]c(=O)c2ccccc12
[10] Cc1cccc(C)c1NC(=S)NC(=O)c1cccc(Cl)c1
[11] CN(C)S(=O)(=O)c1ccc(NC(=O)COC(=O)c2n[nH]c3ccccc23)cc1
[12] CC(=O)Nc1ccc(S(=O)(=O)N(Cc2ccccc2)c2ccccc2F)cc1
[13] CCn1cc(C(=O)NCCc2ccc(Cl)cc2)c(=O)c2ccc(C)nc21
[14] O=c1cnnc(N/N=C/c2c[nH]c3ccccc23)[nH]1
[15] CCOC(=O)C1CCN(C(=O)COC(=O)c2ccc(Br)o2)CC1
[16] Cc1cc(=O)oc2cc(NC(=O)c3cccc(S(C)(=O)=O)c3)ccc12

Assay by compound	9	10	11	12	13	14	15	16
OXTR potentiator	-2	.	-15	-27	.	-2	-1	-11
GPR7 antagonist	.	.	20	-4	-4	-3	-2	2
TAAR1 antagonist	-12	-3	27	-2	-3	-3	-4	3
CHO-K1 Ca antag	-17	1	3	0	-5	-1	-6	-8
CHO-K1 Ca ag	0.4	-0.1	7.0	2.3	-0.3	-0.1	1.2	1.3
CHO parental Ca	-24	.	17	-15	.	4	-5	-14
V1R ag counter	1.5	.	7.6	-0.6	.	0.9	1.1	1.0
M1 PAM parental	20	13	18	9	4	20	18	17
OXTR ag	1.7	.	11	-2.4	.	-0.4	0.6	-0.2

# Entries from the list above with a Cl atom (five):
[1] COc1ccccc1CCNC(=O)C(=O)NCC1OCCN1S(=O)(=O)c1ccc(Cl)cc1 (stereo not drawn)
[4] Clc1ccc(N2CCOCC2)nn1
[9] O=C(Nc1ccc(Cl)c(S(=O)(=O)N2CCOCC2)c1)c1n[nH]c(=O)c2ccccc12
[10] Cc1cccc(C)c1NC(=S)NC(=O)c1cccc(Cl)c1
[13] CCn1cc(C(=O)NCCc2ccc(Cl)cc2)c(=O)c2ccc(C)nc21

Assay by compound	1	4	9	10	13
OXTR potentiator	-7	-2	-2	.	.
GPR7 antagonist	7	4	.	.	-4
TAAR1 antagonist	7	1	-12	-3	-3
CHO-K1 Ca antag	-3	-17	-17	1	-5
CHO-K1 Ca ag	3.1	1.4	0.4	-0.1	-0.3
CHO parental Ca	-19	-13	-24	.	.
V1R ag counter	2.1	1.1	1.5	.	.
M1 PAM parental	15	24	20	13	4
OXTR ag	0.8	0.7	1.7	.	.

# The list goes on:
[17] CC(C)CN1C(=O)c2ccc(NC(=O)C3CC3)cc2C1=O
[18] Cc1ccc(C)c(N2CCN(S(=O)(=O)CC34CCC(CC3=O)C4(C)C)CC2)c1 (stereo not drawn)
[19] CCOc1ccc(N2C(=O)CC(N(Cc3ccco3)C(C)=O)C2=O)cc1 (stereo not drawn)
[20] C/C(Cl)=C/CSc1nn2c(=O)c3ccccc3nc2s1
[21] C=CCN(CC=C)CCOc1ccc(C)cc1[N+](=O)[O-]
[22] Oc1ccc(C=NNc2ccccn2)c(O)c1
[23] COc1cccc(OC)c1C(=O)Nc1sc2c(c1C(N)=O)CCCC2
[24] NC(N)=N/N=C/c1ccccc1Cl

Assay by compound	17	18	19	20	21	22	23	24
OXTR potentiator	-1	-18	-8	-12	3	.	-1	0
GPR7 antagonist	-14	-18	0	7	-8	.	.	7
TAAR1 antagonist	-8	-42	-4	20	-8	-15	-3	3
CHO-K1 Ca antag	-3	-4	-11	-19	-17	-7	-1	6
CHO-K1 Ca ag	0.4	-0.3	-0.3	1.8	1.0	0.7	4.4	0.1
CHO parental Ca	5	-15	-3	-19	-4	.	-19	-7
V1R ag counter	-0.5	-0.9	-1.2	-1.3	1.4	.	-1.2	-0.3
M1 PAM parental	-7	-5	24	17	25	1	6	3
OXTR ag	0.6	-1.7	-1.3	-1.8	-0.2	.	-2.7	1.1

[25] C[C@H](NC(=O)c1ccccc1Cl)C(=O)OCC(=O)N1CC2(C)CC1CC(C)(C)C2 (stereo partly drawn)
[26] Cc1ccc(C(=O)OCc2cn3ccccc3n2)cc1
[27] CCN1CCN(C(CNS(=O)(=O)c2ccc(C)cc2)c2ccccc2)CC1 (stereo not drawn)
[28] Cc1cccc(-n2c(N)c(C(=O)N3CCN(C)CC3)sc2=S)c1
[29] CNC(=S)NNC(=O)c1cc(C(C)(C)C)nn1Cc1ccc(F)cc1
[30] COc1cc(SC)ccc1C(=O)Nc1c(C)cccc1C
[31] O=C(c1c[nH]c2ccc(S(=O)(=O)N3CCOCC3)cc2c1=O)N1CCCC1
[32] Cc1ccccc1NCC(=O)N/N=C/C(Br)=C/c1ccccc1

Assay by compound	25	26	27	28	29	30	31	32
OXTR potentiator	-11	-1	.	-5	-3	-3	-10	-12
GPR7 antagonist	-5	-3	4	-2	-12	-5	6	1
TAAR1 antagonist	2	0	-22	-4	0	-9	-16	-3
CHO-K1 Ca antag	3	4	-8	-7	-3	-8	-5	-6
CHO-K1 Ca ag	0.1	1.0	0.0	0.7	1.3	2.9	0.3	0.3
CHO parental Ca	-3	-27	.	-3	-2	-4	-6	6
V1R ag counter	0.2	2.4	.	-0.1	1.0	-1.6	-0.2	0.5
M1 PAM parental	-1	15	-14	11	-8	10	12	-3
OXTR ag	-1.4	0.4	.	1.1	0.4	-1.3	-0.4	0.6

# Already shown: 3 of the compounds above.
[27] CCN1CCN(C(CNS(=O)(=O)c2ccc(C)cc2)c2ccccc2)CC1 (stereo not drawn)
[28] Cc1cccc(-n2c(N)c(C(=O)N3CCN(C)CC3)sc2=S)c1
[29] CNC(=S)NNC(=O)c1cc(C(C)(C)C)nn1Cc1ccc(F)cc1

Assay by compound	27	28	29
OXTR potentiator	.	-5	-3
GPR7 antagonist	4	-2	-12
TAAR1 antagonist	-22	-4	0
CHO-K1 Ca antag	-8	-7	-3
CHO-K1 Ca ag	0.0	0.7	1.3
CHO parental Ca	.	-3	-2
V1R ag counter	.	-0.1	1.0
M1 PAM parental	-14	11	-8
OXTR ag	.	1.1	0.4

# Carrying on.
[33] COc1cccc(CN2CCN(C(=O)c3ccco3)CC2)c1
[34] Cc1cccc(NC(=O)N2CCC(c3nc4ccccc4o3)CC2)c1
[35] CCOC(=O)N1CCN(c2nc3c(C)cccn3c(=O)c2C=O)CC1
[36] COc1ccc(Cl)cc1C(=O)NNC(=O)c1cccs1
[37] O=C(NN1CCOCC1)c1cc(-c2cccc(Cl)c2)nc2ccccc12
[38] COc1ccccc1C(=O)NC(CCSC)C(=O)NCC(c1ccccc1OC)N1CCCC1 (stereo not drawn)
[39] COC(=O)CSc1[nH]c2ccc(Br)cc2c1[N+](=O)[O-]
[40] Cc1ccc(-n2c(-c3ccc(Cl)cc3)n[nH]c2=S)cc1

Assay by compound	33	34	35	36	37	38	39	40
OXTR potentiator	1	1	2	-5	-3	0	6	.
GPR7 antagonist	-8	16	-8	.	-3	.	7	-12
TAAR1 antagonist	7	16	5	2	.	-10	-19	-1
CHO-K1 Ca antag	-9	-13	-5	-16	-2	-7	4	10
CHO-K1 Ca ag	0.1	3.1	-0.7	0.8	0.2	-0.8	-0.2	0.4
CHO parental Ca	-1	-13	-8	-21	-15	-33	-9	.
V1R ag counter	0.7	1.6	-0.5	2.2	1.2	-0.4	2.0	.
M1 PAM parental	24	21	1	14	3	19	11	-19
OXTR ag	-0.4	0.8	-0.7	0.6	-0.8	-1.9	-0.1	.

[41] CCC(C)Sc1nc2ccccc2n1CC(=O)O (stereo not drawn)
[42] Cc1c(Cl)cccc1N/C(SCC(=O)N1CCCCCC1)=C(/C#N)c1nc2ccccc2s1
[43] ONC(=Nc1cccc(C(F)(F)F)c1)c1cccnc1
[44] CC1C2CC(C/C2=N/NC(=O)c2cccs2)C1(C)C (stereo not drawn)
[45] NS(=O)(=O)c1ccc(CCNC(=O)Cc2ccc(S(=O)(=O)N3CCCC3)s2)cc1
[46] CN(C)CCn1c(=S)[nH]c2ccc(Cl)cc2c1=O
[47] Cc1ccc(-n2nnc3c(SCC(=O)NCc4ccco4)ncnc32)cc1
[48] COc1cccc(S(=O)(=O)NC2CCN(C#N)C2)c1 (stereo not drawn)

Assay by compound	41	42	43	44	45	46	47	48
OXTR potentiator	6	-3	-4	-3	-5	0	-12	-3
GPR7 antagonist	-1	-8	-8	-20	-2	-4	3	.
TAAR1 antagonist	5	8	-32	-4	-16	-7	4	3
CHO-K1 Ca antag	-11	7	-10	-5	2	-3	1	2
CHO-K1 Ca ag	0.1	10	3.6	1.6	-0.1	-0.1	1.5	0.4
CHO parental Ca	-4	-21	-5	4	10	0	7	-8
V1R ag counter	-0.2	-0.1	0.3	-0.5	0.1	1.7	4.5	1.8
M1 PAM parental	13	14	24	24	9	0	19	-12
OXTR ag	0.8	0.0	-2.4	-0.6	-1.1	1.1	3.6	1.6

[49] Cc1ccc(C(=O)NCc2ccncc2)cc1S(=O)(=O)N1CCOCC1
[50] CC(C(=O)Nc1ccc(S(=O)(=O)Nc2ncccn2)cc1)N1C(=O)c2ccccc2S1(=O)=O (stereo not drawn)
[51] COc1ccc([N+](=O)[O-])cc1NS(=O)(=O)c1cccc(C(=O)O)c1
[52] CCOc1ccc(S(=O)(=O)NCCC(=O)NCc2ccc(OC)c(OC)c2)cc1

Assay by compound	49	50	51	52
OXTR potentiator	-4	-5	0	-3
GPR7 antagonist	-17	.	-9	.
TAAR1 antagonist	-13	-8	-3	9
CHO-K1 Ca antag	-6	-9	-15	17
CHO-K1 Ca ag	0.9	0.5	1.1	1.7
CHO parental Ca	-5	-8	-9	-9
V1R ag counter	-0.4	0.9	0.4	0.1
M1 PAM parental	-9	10	17	-9
OXTR ag	-0.5	0.3	0.6	-1.2
